Screening results from PubChem.
AID inhibitor = inhibitors of human activation induced cytidine deaminase; Potency, µM (titrated, usually from 115 µM), for inactives: at the highest dose activity change, negative = inhibition, usual class: inhibitors; Q9GZX7; AID 1347428; AID deamination FRET fluorescence, UDG-coupled, 4 h; 0.32% of 91,000 active; further: nearly all actives have a fitted effect of over 25% in size
Target sequence (Q9GZX7 whole entry, looked up): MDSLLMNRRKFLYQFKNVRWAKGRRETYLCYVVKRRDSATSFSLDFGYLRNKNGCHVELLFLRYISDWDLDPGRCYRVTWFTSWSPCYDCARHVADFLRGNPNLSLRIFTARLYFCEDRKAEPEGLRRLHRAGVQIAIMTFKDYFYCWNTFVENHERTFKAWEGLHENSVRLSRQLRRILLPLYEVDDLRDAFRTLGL
UDG counter = counter-screen for AID inhibitors: uracil-DNA glycosylase inhibition. 0.14% of 91,000 active. Potency, µM (top dose mostly 115 µM), for the others: at the top dose activity change, negative = inhibition, hits mostly inhibitors. FRET deamination/UDG coupled assay, UDG read, 4 h; further: nearly all actives have a fitted effect of over 65% in size
An asterisk follows results filed as active; u = inconclusive; [ ] = remark or other dose. The call rests on the fitted dose curve; in most records, active means well fitted curve in the direction sought with a large enough effect; inconclusive means small, poorly fitted or top-dose-only effect, or another doubt; inactive means no such curve, though single readings can be large; an effect the other way counts as inactive or inconclusive. On the % scale 0 is the no-effect control and ±100 the full control effect; potency means the concentration at half of the fitted maximal effect. Only part of the results is shown; the hit share may differ from the screen's.

SMILES | AID inhibitor | UDG counter
Cc1ccccc1C1C2=C(COC2=O)Nc2c1c(=O)n(C)c(=O)n2C (stereo not drawn) | -10% | 0%
CCN(CC)c1ccc2cc(-c3nnc(-c4cccc(Cl)c4)o3)c(=O)oc2c1 | 8% | 4%
CCOc1ccc(CCNC(=O)c2cc3cc4ccc(OC)cc4nc3s2)cc1OCC | 10% | -14%
FC(F)(F)c1cccc(N/N=C/c2ccc(Cl)cc2Cl)c1 | -12% | -18%
Cc1ccc(CCNC(=O)c2ccc(CNS(=O)(=O)c3ccc(F)cc3)cc2)cc1 | -4% | 7%[57.5 µM]
CN(CCOc1ccc(Cl)cc1)Cc1nc(N)nc(N)n1 | 8% | 16%
CCOc1cc(C2CC(=O)NC(SCC(=O)OC)=C2C#N)ccc1O (stereo not drawn) | 2% | -9%
COc1ccc(CCNC(=O)CCCCCn2c(SCC(N)=O)nc3cc4c(cc3c2=O)OCO4)cc1OC | 2% | -2%
CCOc1ccc(OCC)c(NC(=O)c2ccc(-c3ccccc3)s2)c1 | u | -32%
COCCNC(=O)CCCn1c(=O)c2cc(OC)c(OC)cc2n(CC(=O)Nc2ccc(F)cc2)c1=O | -6% | 2%
COC(=O)c1cc2sccc2n1Cc1nc(-c2ccc(C)cc2)oc1C | -25% | -12%
S=C1NC2=C(CCc3ccccc32)C(c2ccc(Cl)cc2)N1 (stereo not drawn) | 67%[activator] | -16%
Cc1ccc(CNC(=O)c2ccc(Cn3c(SCc4ccccc4F)nc4cccnc43)cc2)cc1 | u | -6%[57.5 µM]
O=C(O)/C=C/c1c(Cl)cccc1Cl | -2% | 2%
CCc1nnc2sc(-c3ccc(CNC(=O)C(C)(C)Oc4ccc(Cl)cc4)cc3)nn12 | -22% | -6%
Cc1ccnn1Cc1cc(C(=O)O)c2ccccc2n1 | -1% | -3%
CN(C)C(=O)c1c(NC(=O)c2ccccc2F)sc2c1CCC(C(C)(C)C)C2 (stereo not drawn) | -13% | 2%
CC1CCN(C(=O)Cn2cc(SCC(=O)NCc3ccc(F)cc3)c3ccccc32)CC1 | -8% | 1%[57.5 µM]
Cc1cc(C)n(C(C)CC(=O)NCc2ccc(Cl)cc2)n1 (stereo not drawn) | 2% | 2%
Cc1ccc(Cl)cc1Nc1nn2c(=O)c3ccc(C(=O)NC4CCC(C)CC4)cc3nc2s1 (stereo not drawn) | -17% | u
CCOC(=O)c1c(-c2ccc(OC)c(OC)c2)csc1NC(=O)c1ccccc1F | 14% | -10%
COc1cc2nc(NC(=O)c3ccc(S(=O)(=O)N4CCc5ccccc54)cc3)sc2cc1OC | u | -2%
Cc1ccccc1Nc1nc(N)nc(CSCc2ccc(C#N)cc2)n1 | -7% | 5%
CCOc1ccc(C(=O)Nc2ccc(NC(=O)c3ccccc3)cc2)cc1Br | -1%[57.5 µM] | -4%[57.5 µM]
CCOc1ccc(CNC(=O)c2ccc3nc(CC)c(CC)nc3c2)cc1OC | 0% | 29%
Cc1sc2nc(SCC(=O)N3CCCC3)[nH]c(=O)c2c1C | 0% | -4%
COc1cccc(NC(=O)Cn2c(C)cc(=O)n3nc(-c4cccs4)nc23)c1 | -20% | -15%
COc1ccc(S(=O)(=O)c2cn(CC(=O)Nc3ccc(C)c(F)c3)c3nc(C)ccc3c2=O)cc1 | 19% | 1%
CCc1ccc(Nc2cc(C)nc3nc(Cc4ccc(Cl)cc4)nn23)cc1 | -22% | 2%
CCC(=O)N1CCc2cc(Br)cc(S(=O)(=O)N3CCN(c4ccc(C)cc4)C(C)C3)c21 (stereo not drawn) | 13% | -9%
CCCCOC(=O)c1ccc(-n2nnc3c(sc4nc(C)cc(C)c43)c2=O)cc1 | -6% | 6%
COc1cccc(-c2nc(CS(=O)(=O)CC(=O)NCc3ccc(Cl)cc3)c(C)o2)c1 | 3% | 9%
CCOCCc1nn2c(=O)cc(COC(=O)c3ccccc3Br)nc2s1 | 46%[activator] | 1%
COc1ccc(C2CC(=O)N3CN(C4CCCCC4)CSC3=C2C#N)cc1 (stereo not drawn) | u | -6%
CN(C)c1ccc(NC(=O)c2ccc(C(C)(C)C)cc2)cc1 | -4% | -3%
CCCCNCc1ccc(-c2ccc(C(=O)O)cc2)o1 | 6% | -4%
CNC(=S)NNC(=O)C1CC1 | -4% | -2%
Cc1ccc(Cl)cc1N1CCN(CCCNc2ncnc3onc(-c4ccc(Cl)cc4)c23)CC1 | -8% | 0%
COc1cccc(CNC(=O)Cn2c(=O)c3cccn3c3ccc(F)cc32)c1OC | 4% | 10%[57.5 µM]
CCOc1ccc(CC(=O)NCCc2sc3nc(-c4ccc(F)cc4)nn3c2C)cc1 | -7% | -4%
CC(C)(C)c1ccc(C(=O)Nc2ccc(-c3nc4cc(Cl)ccc4o3)cc2)cc1 | 7% | 11%
CCn1c(=O)n(CC)c2cc(N3CCCCC3)c(NC(=O)Nc3ccccc3C(F)(F)F)cc21 | u | -11%
Cc1ccc2c(C(=O)O)cc(-c3cccnc3)nc2c1C | 6% | -2%
CCN(CC)C(=O)CSc1nc2cc3c(cc2c(=O)n1CCCCCC(=O)NCc1ccc(OC)cc1)OCO3 | -12% | -1%
COc1ccc(CNC(=O)c2cc(C3CC3)nc3c2c(C)nn3-c2cccc(Cl)c2C)cc1 | -4% | 2%
CCc1ccc(NC(=O)CSc2nc3c(sc4ccccc43)c(=O)n2CCCOC)cc1 | 12% | 3%
Cc1cc(-n2c(C)nc3ccccc3c2=O)ccc1NC(=O)c1ccc([N+](=O)[O-])cc1 | -11% | -28%
c1ccc(CNc2nc3c(-c4ccccc4)nnn3c3ccccc23)cc1 | 2% | -4%
Cc1nn(-c2ccc(N3CCOCC3)nn2)c(C)c1CCC(=O)NCc1cccs1 | -5% | 6%
COc1cc(NC(=O)CSc2nnc(-c3ccc(C)cc3)c(=O)[nH]2)cc(OC)c1 | 0% | 3%
c1csc(-c2noc(CNc3ccc(-n4cnnn4)cc3)n2)c1 | -7% | -5%
O=C(O)CCc1c[nH]c2ccccc12 | -5% | -7%
O=C(CSc1nccn1-c1ccc(F)cc1)Nc1nc2ccccc2s1 | 3% | 0%
COc1ccc(-c2ccc(=O)n(CCNC(=O)Cc3ccc(Cl)cc3)n2)cc1 | -11% | -5%
CC(Oc1ccccc1)C(=O)OCC(=O)NC(=O)NC1CCCCC1 (stereo not drawn) | -11% | -7%
CC(C)(CNC(=O)c1cc(-c2ccccc2)no1)N1CCOCC1 | 1% | -2%
O=c1cc(O)c2sc3nc(-c4cccnc4)cc(C(F)(F)F)c3c2[nH]1 | -11% | 12%
Cc1ccccc1C(=O)N[C@@H](C)C(=O)O | -2% | -4%
COc1cc(C#N)ccc1OC(=O)c1ccc(F)cc1Cl | 4% | 12%
Cc1ccc(-c2cc3ccccn3c2C=O)cc1C | -8% | -10%
More compounds
SMILES | AID inhibitor | UDG counter
CC(C)Oc1ccc(CNC(=O)Cc2ccc(NC(=O)N3CCSc4ncccc43)cc2)cc1 | 5% | u
COc1ccc(-c2nc3ccccc3o2)cc1NC(=O)COc1ccc(C(C)(C)C)cc1 | u | -13%
CCCCNC(=O)CCc1c(C)nc2cc(-c3ccccc3)nn2c1C | 3% | -4%
COc1ccc(Br)c(C(=O)Nc2ccc3oc(=O)ccc3c2)c1 | 48%[activator] | -2%
COc1ccc(-c2c3c(=O)n(C)c(=O)n(C)c3c3n2-c2ccccc2NC3c2ccccc2OC)cc1 (stereo not drawn) | u | 79µM*
CCOC(=O)c1ccc(N2C(=O)c3n[nH]c(-c4cccs4)c3C2c2ccc(C)cc2)cc1 (stereo not drawn) | u | -12%
CC(=O)c1cccc(NC(=O)CC2(C(=O)O)CCCCC2)c1 | 10% | 3%
Cc1cccc(OC(C)C(=O)NOCc2ccccc2)c1C (stereo not drawn) | -7% | -9%
COc1ccccc1-c1c(C(F)(F)F)oc2cc(OC(C)C(=O)OC(C)C)ccc2c1=O (stereo not drawn) | -17% | -8%
CCOc1ccc(CNC(=O)CCCn2c(=O)c3cccn3c3ccc(F)cc32)cc1 | -12% | -2%[57.5 µM]
CCN(Cc1ccccc1)C(=O)Nc1ccc2c(C)cc(=O)oc2c1 | -28% | 1%
CCCOc1ccc(C2c3c(oc4ccccc4c3=O)C(=O)N2c2ccc(C)cn2)cc1OCC (stereo not drawn) | 2% | -1%
CCOC(=O)c1c(C)oc2nc(C)nc(NCCc3ccc(OC)c(OC)c3)c12 | -19% | 5%
COC(=O)c1c(N)n(-c2ccc(OC)c(Cl)c2)c2nc3ccccc3nc12 | 21% | -5%
CCOCCCNC(=O)C(=O)Nc1c2c(nn1-c1ccccc1)CSC2 | -24% | 5%
Cc1ccc(CC(S)C(=O)O)cc1C (stereo not drawn) | -8% | -5%
Cc1ccc(C(=O)OCC(=O)Nc2cccc(F)c2)cc1C | -4% | 4%
O=C(c1n[nH]c(=O)c2ccccc12)N1CCC(Cc2ccccc2)CC1 | -2% | -4%
COc1ccc(-c2nc3cc(NC(=O)CC(C)C)ccc3o2)cc1Cl | -2% | 2%
CCOc1ccc(CNC(=O)c2cccn2-c2nnc(N3CCCCC3)s2)cc1OC | -27% | -7%

Filtered by structure: the compounds so far with a furan ring, fused or not
SMILES | AID inhibitor | UDG counter
CCCCNCc1ccc(-c2ccc(C(=O)O)cc2)o1 | 6% | -4%
CCOC(=O)c1c(C)oc2nc(C)nc(NCCc3ccc(OC)c(OC)c3)c12 | -19% | 5%

(next part)
SMILES | AID inhibitor | UDG counter
CN1CCN(CC(=O)N2c3ccccc3C(=O)Nc3cccnc32)CC1 | 1% | -2%
CN(C)CCN1C(=O)C(O)=C(C(=O)c2cc3ccccc3o2)C1c1ccc(OCc2ccccc2)cc1 (stereo not drawn) | -18% | u
Cc1cc(C)c2c(=O)n(CC(=O)Nc3ccccc3Cl)c(=O)n(C)c2n1 | 7% | -7%
CC1=C(c2ccc(Cl)cc2)S(=O)(=O)N=C1N1CCN(c2cc(C)ccc2C)CC1 | 7% | -2%[57.5 µM]
Cc1cccc(N(C)C(CNS(=O)(=O)c2ccccc2)c2ccccc2)c1 (stereo not drawn) | 8% | 15%
CCOC(=O)N1CCc2c(sc3c2c(=O)n(-c2ccc(CC)cc2)c(=O)n3Cc2ccc(F)cc2Cl)C1 | -4% | -2%[57.5 µM]
CC(O)CNS(=O)(=O)c1ccc(C(=O)O)cc1 (stereo not drawn) | -10% | -6%
O=C(Cn1c(-c2cscn2)nc2ccccc21)Nc1ccc(N2CCCCCC2)cc1 | -5% | 0%
O=C(O)CN(CCc1ccccc1)CC(=O)O | 7% | -4%
CC(C)(C)C1=CC(=Cc2cc(C(C)(C)C)c(O)c(C(C)(C)C)c2)C=C(C(C)(C)C)C1=O | 167%[activator] | -6%
COCCN(Cc1cc2cc(C)ccc2[nH]c1=O)C(=O)c1cccnc1 | 4% | 1%
CCc1ccc(NCc2cc3cc4c(cc3n(CC(=O)Nc3ccc(Cl)cc3)c2=O)OCO4)cc1 | 100%[activator] | 3%
CCOCCCNC(=O)Cn1ncc2c([nH]c3ccc(C)cc32)c1=O | -3% | -3%
O=C(CSc1oc(-c2ccc(F)cc2)nc1S(=O)(=O)c1ccc(Br)cc1)NC1CCCCC1 | 12% | -1%
CCOC(=O)c1ccc(NC(=O)Cc2coc3cc(C)cc(C)c23)cc1 | 19% | 3%
Cn1c(=O)n(C/C=C/c2ccccc2)c(=O)c2c1nc1n2CCN1c1ccccc1 | 12% | 4%
Cc1ccc(-c2nc3c(c(SCc4ccc(Br)cc4)n2)Cc2c(CO)cnc(C)c2O3)cc1 | 0% | 0%
COc1ccc(NC(=O)CSc2nc3c(oc4ccccc43)c(=O)n2-c2ccc(C)c(C)c2)cc1 | u | -1%
CCCOc1cccc(C2c3c(oc4ccc(F)cc4c3=O)C(=O)N2c2nc(C)c(C(C)=O)s2)c1 (stereo not drawn) | 1% | 12%
O=C(Sc1ccc(Cl)cc1)c1ccccc1F | -11% | -7%

Quoted at random: 2 entries already listed, in no set order.
SMILES | AID inhibitor | UDG counter
O=C(Sc1ccc(Cl)cc1)c1ccccc1F | -11% | -7%
CN(C)CCN1C(=O)C(O)=C(C(=O)c2cc3ccccc3o2)C1c1ccc(OCc2ccccc2)cc1 (stereo not drawn) | -18% | u

Continued:
SMILES | AID inhibitor | UDG counter
O=C(CCCn1c(=O)c2cccn2c2ccccc21)NCCc1ccc(Cl)cc1 | 7% | -3%[57.5 µM]
CC(=O)c1ccc(C(=O)N(CCCN(C)C)c2nc3c(C)c(C)ccc3s2)cc1 | -23% | -12%
Cc1ccc(C(=O)Nc2cccc(O)c2)cc1S(=O)(=O)N1CCCCCC1 | 1% | u
Fc1ccccc1OCc1nnc(-c2ccccc2)o1 | 0% | 1%
Cn1c(/C=C/c2c[nH]c3ccccc23)nc2ccccc2c1=O | 10% | 2%
Cc1cccc(NC(=O)N[C@@H](CC(C)C)C(=O)O)c1 | 13% | 6%
CCc1ccc(-n2c(CCC(=O)O)ccc2-c2ccc(F)cc2)cc1 | -10% | 15%
COc1ccc(-n2c(CCC(=O)O)ccc2-c2ccccc2)c(OC)c1 | 12% | 0%

An excerpt from further up:
SMILES | AID inhibitor | UDG counter
CCCOc1cccc(C2c3c(oc4ccc(F)cc4c3=O)C(=O)N2c2nc(C)c(C(C)=O)s2)c1 (stereo not drawn) | 1% | 12%
O=C(Sc1ccc(Cl)cc1)c1ccccc1F | -11% | -7%
O=C(CCCn1c(=O)c2cccn2c2ccccc21)NCCc1ccc(Cl)cc1 | 7% | -3%[57.5 µM]
CC(=O)c1ccc(C(=O)N(CCCN(C)C)c2nc3c(C)c(C)ccc3s2)cc1 | -23% | -12%
Cc1ccc(C(=O)Nc2cccc(O)c2)cc1S(=O)(=O)N1CCCCCC1 | 1% | u
Fc1ccccc1OCc1nnc(-c2ccccc2)o1 | 0% | 1%
Cn1c(/C=C/c2c[nH]c3ccccc23)nc2ccccc2c1=O | 10% | 2%
